# Assay outcomes: PubChem BioAssay, several laboratories
# DAX1 inh-1: inhibitors of DAX1 repression of SF-1 activated StAR promoter | hit rate 1.1% among 370,000 | inhibition, % at 6.8 µM | AID 652010 | HEK293T StAR-luciferase reporter, SF-1/DAX-1 repression relief;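 active = inhibition above the mean over all tested compounds plus 3 SD, cut at about 3.6% in these data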;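 note: 0% = DAX-1 cells with DMSO and 100% = cells lacking DAX-1 with DMSO; higher inhibition means more luminescence from relief of DAX-1 repression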
# hcDAF-12 act: activates DAF-12 receptor from parasite H. contortus; HEK293 hcDAF-12 lit1-tk-luc reporter, luminescence; 0% DMSO, 100% Δ7-dafachronic acid; activation, % at 6.8 µM; hit rate 1.4% among 370,000;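 active = activation above the mean of all tested compounds plus 3 SD, cut at about 5.5% in these data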;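 note: 100% = response to 3 µM Δ7-dafachronic acid high control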
# ADAM10 inh: inhibits human ADAM10; inhibition, % at 7 µM; hit rate 0.62% among 370,000; recombinant ADAM10, EDANS/DABCYL FRET peptide cleavage, 3 h; O14672;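 active = inhibition above a per-campaign cutoff equal to the mean of compounds falling between control-based bounds plus 3 SD, cut at about 20% in these data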;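 note: 0% = DMSO wells while the 100% control is not disclosed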
# Target sequence (O14672 214-748 limits assumed): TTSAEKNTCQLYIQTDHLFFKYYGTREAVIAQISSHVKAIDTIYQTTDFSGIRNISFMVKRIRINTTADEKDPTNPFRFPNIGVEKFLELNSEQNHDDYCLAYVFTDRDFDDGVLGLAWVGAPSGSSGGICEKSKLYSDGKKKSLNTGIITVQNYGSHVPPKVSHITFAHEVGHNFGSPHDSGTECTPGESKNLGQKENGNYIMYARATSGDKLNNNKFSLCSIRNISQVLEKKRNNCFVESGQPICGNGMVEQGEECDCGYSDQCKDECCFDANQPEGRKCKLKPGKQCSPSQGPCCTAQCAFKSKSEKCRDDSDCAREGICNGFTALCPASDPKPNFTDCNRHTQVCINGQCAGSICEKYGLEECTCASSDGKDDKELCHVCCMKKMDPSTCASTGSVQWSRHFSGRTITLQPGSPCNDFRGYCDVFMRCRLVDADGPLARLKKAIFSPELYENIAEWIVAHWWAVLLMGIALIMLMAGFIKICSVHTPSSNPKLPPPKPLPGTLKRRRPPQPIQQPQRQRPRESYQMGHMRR
# GC-B act: GC-B (human) receptor activation | HEK293-GC-B cells, CNP EC30, cGMP TR-FRET; 0% at EC30 CNP, 100% saturating CNP | activation, % at 10 µM | hit rate 0.11% among 370,000 | AID 1920062;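 active = activation at 10 µM reaching about 35% in either raw or pattern-adjusted values, limit read from the data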
# SMARCA2 activ: increases SMARCA2 function in MMTV reporter cells. MG213 cells, MMTV-luciferase reporter, dexamethasone, overnight. activation, % at 9.1 µM. hit rate 1% among 370,000; in the data active = activation above about 7.8%;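 note: 0% = vehicle wells and 100% = reference activator wells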
# GC-A act: GC-A (human) enzyme activation; HEK293 GC-A cells, cGMP TR-FRET, EC30 ANP; 0% at EC30 ANP, 100% saturating ANP; AID 1671463; P16066; activation, % at 10 µM; hit rate 0.14% among 370,000; in the data active = activation above about 40%
# sPLA2-III inh: Blocks human group III sPLA2 activity. inhibition, % at 12.2 µM. hit rate 0.56% among 370,000. AID 743126. Q9NZ20. QFRET BODIPY PC-A2 liposome hydrolysis, fluorescence;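 active = inhibition above mean plus 3 SD of compounds lying within the high and low control bounds, cut at about 19% in these data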;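 note: 0% = median of test compound wells and 100% = no enzyme DMSO wells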
# Target sequence (Q9NZ20 whole entry, looked up): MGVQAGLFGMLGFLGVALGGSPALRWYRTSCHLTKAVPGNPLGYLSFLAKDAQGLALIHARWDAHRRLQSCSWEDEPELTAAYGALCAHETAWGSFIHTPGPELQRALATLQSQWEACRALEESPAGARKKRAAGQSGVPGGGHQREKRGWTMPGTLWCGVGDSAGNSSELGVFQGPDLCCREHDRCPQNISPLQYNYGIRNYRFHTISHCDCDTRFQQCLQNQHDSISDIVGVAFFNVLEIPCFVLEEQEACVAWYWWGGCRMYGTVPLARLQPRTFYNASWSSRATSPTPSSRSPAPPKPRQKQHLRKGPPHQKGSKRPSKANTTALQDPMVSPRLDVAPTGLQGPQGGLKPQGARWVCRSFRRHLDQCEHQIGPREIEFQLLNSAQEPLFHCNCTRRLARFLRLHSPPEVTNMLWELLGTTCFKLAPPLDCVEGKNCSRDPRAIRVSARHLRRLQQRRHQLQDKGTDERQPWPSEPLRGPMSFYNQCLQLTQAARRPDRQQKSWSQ
# FXN GAA850 act: activators of GAA850 frataxin (FXN) promoter; HEK293 lucGAA850 FXN promoter luciferase reporter, 24 h; percent of 10 µM SAHA response; AID 540364; activation, % at 6 µM; hit rate 0.56% among 360,000;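 active = activation above the average of all compounds screened plus 3 SD, cutoff fixed separately per campaign, cut at about 7.5% in these data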;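 note: 0% = DMSO wells and 100% = 10 µM SAHA wells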
# ssDAF-12 act: activates DAF-12 receptor from parasite S. stercoralis; HEK293 ssDAF-12/GRIP1 lit1-tk-luc reporter, luminescence; % of 3 µM dafachronic acid response; activation, % at 6.8 µM; AID 652126; hit rate 1% among 370,000;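 active = activation above the mean over all tested compounds plus 3 SD, cut at about 0.9% in these data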;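 note: 0% = DMSO-only wells and 100% = 3 µM delta7-dafachronic acid wells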
# DAX1 inh-2: inhibits human nuclear receptor DAX1; P51843; HEK293 Gal4-DAX1 luciferase reporter, luminescence; inhibition, % at 6.75 µM; hit rate 0.99% among 340,000; AID 504766;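 active = inhibition above the mean over all tested compounds plus 3 SD, cut at about 4.2% in these data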;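 note: 0% = DAX1-transfected cells with DMSO and 100% = empty-vector control cells with DMSO; inhibition shows as a rise in luminescence from relieved DAX1 repression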
# hgDAF-12 ag: agonists of H. glycines DAF-12 nuclear receptor. HEK293 GAL4-hgDAF12 UAS-luciferase reporter, agonist luminescence; normalized to butyrate control. activation, % at 6.8 µM. hit rate 1.8% among 370,000. AID 687014;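 active = activation above a cutoff set at the mean of all screened compounds plus 3 SD, cut at about 10% in these data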;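 note: 0% = DMSO wells and 100% = sodium butyrate wells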
# * hit, by the source's call; . = not tested or not shown.
SMILES,DAX1 inh-1,hcDAF-12 act,ADAM10 inh,GC-B act,SMARCA2 activ,GC-A act,sPLA2-III inh,FXN GAA850 act,ssDAF-12 act,DAX1 inh-2,hgDAF-12 ag
O=S(=O)(CCn1cccc1)CCn1cccc1,0.9,-0.8,8.9,-0.7,-2.2,-0.9,3.0,-0.7,-0.4,1.1,-0.2
COc1cccc(NC(=O)CCNC(=O)C2CCN(S(=O)(=O)c3ccc(F)cc3)CC2)c1,0.4,-0.9,1.2,1.9,-0.2,0.5,5.9,-0.8,-1.2,0.4,-4.5
COc1ccc(CCN(Cc2cccs2)S(=O)(=O)c2ccc(-n3cnnn3)cc2)cc1OC,-0.6,-1.6,5.9,-8.6,3.6,-0.7,-1.9,1.0,-1.3,0.3,-2.0
Cc1cccc(NC(=S)NC(=O)c2cc(-c3ccccc3)nc3ccccc23)c1,-0.5,-0.9,-9.1,0.8,-4.2,-7.4,7.6,1.6,-1.0,-0.5,3.0
Cc1ccc(S(=O)(=O)Oc2ccc(/C=N/N=C3/NC(=O)C(CC(=O)O)S3)cc2)cc1 (centres undefined),0.2,1.3,1.8,-4.7,0.3,-0.1,-8.9,2.3,-0.1,.,1.7
O=C1N2CN(C(c3ccccc3)c3ccccc3)CN=C2SC1(CO)CO,0.4,-2.8,7.0,-1.7,-1.5,-8.0,1.2,0.3,-0.1,-0.5,-0.4
O=C(CS(=O)(=O)c1ccc2ccccc2c1)Nc1ccccc1Cl,0.6,-0.8,-4.4,2.6,-1.0,-1.2,-4.1,1.3,-1.6,0.0,-1.4
O=c1cc(CN2CCc3ccccc32)nc2sccn12,1.1,1.0,-38.8,7.2,-1.9,-1.2,-4.0,0.4,-0.2,-0.3,-2.0
COc1ccc(-c2nc3c4ccccc4ccn3c2Cc2cccc(F)c2)cc1OC,-0.7,6.7*,-68.3,-10.6,6.1,-1.2,-8.3,.,1.0*,.,16.2*
CCN(CC)CCCNC(=O)c1ccc2c(=O)n(Cc3ccc4c(c3)OCO4)c(=S)[nH]c2c1,0.2,0.1,-5.3,-8.3,-0.2,2.1,16.3,3.9,-1.7,-0.6,1.6
COC(=O)N/N=C/c1cn(CCOc2ccc(OC)cc2)c2ccccc12,-0.9,0.9,7.4,-3.1,-3.0,-7.2,-11.9,-0.3,-1.0,-2.4,-2.2
Cc1cc(N2CCOCC2)n2nc(C(F)(F)F)c(-c3ccccc3)c2n1,-0.2,-0.2,-5.8,-0.8,-1.6,-1.4,15.9,-1.6,-0.9,2.7,0.7
Cc1ccc(NC(=O)CCc2nc3ccccc3[nH]2)cc1C,-0.2,-1.2,10.0,-4.1,4.4,-4.7,2.4,1.2,-1.2,3.8,-1.7
C#CCNC[C@@H]1CSCCS(=O)(=O)N1,0.7,-1.4,-11.9,2.8,-0.9,2.4,4.4,.,0.9*,.,-0.9
CSc1ccccc1NC(=O)COC(=O)Cn1cc(C(F)(F)F)ccc1=O,-1.2,-0.5,-11.2,1.6,-2.1,1.6,3.0,1.1,-0.3,0.5,1.6
C/C(CC(=O)Nc1c(Cl)cccc1C(F)(F)F)=N\NC(=O)c1cnccn1,1.3,5.4,-2.9,1.2,4.2,-1.6,5.2,1.9,0.1,0.2,10.3
CC(NC(=O)c1cccc(S(=O)(=O)N(C)C)c1)C1CC2CCC1C2 (centres undefined),-0.2,-3.1,-3.8,2.9,1.7,0.7,-5.8,1.7,-1.5,-1.1,-0.9
FC(F)(F)c1nnc2c(Sc3ccccc3)nc3ccc(Cl)cc3n12,0.3,-0.9,-1.5,-8.0,-3.3,1.3,2.6,2.2,-1.1,-0.4,1.7
Cc1ccc(-n2ccc(=O)c(C(=O)Nc3ccc(S(=O)(=O)Nc4nccs4)cc3)n2)cc1,2.2,-1.8,0.8,-2.0,-0.1,1.8,2.2,-0.1,-1.2,0.7,-1.2
C(#Cc1ccc(C#CCN2CCCC2)cc1)CN1CCCC1,-2.1,-0.5,-3.7,0.2,-2.5,4.2,-3.3,2.0,-1.5,-1.1,-3.5
Cc1cccc(C)c1NC(=O)NC1(C(=O)NCCN2CCOCC2)CCCCC1,-0.5,-0.4,-1.0,0.5,-1.1,4.4,3.0,-0.2,-1.4,-0.2,-1.1
O=[N+]([O-])c1ccc(N/N=C/c2sc(N3CCOCC3)nc2-c2ccccc2)c(S(=O)(=O)Nc2ccc(Cl)cc2)c1,-0.2,-1.3,13.9,2.6,-2.4,-3.8,-2.4,-0.2,-1.6,-0.5,-0.3
COCCn1c(=O)[nH]c2cc(C(=O)NCCN3CCN(c4ccc(OC)cc4)CC3)ccc2c1=O,0.2,-1.6,-21.1,1.6,2.4,-2.1,6.0,-2.9,-0.4,0.7,-1.2
Cc1noc(NS(=O)(=O)c2ccc(NC(=O)c3cc(S(=O)(=O)Nc4ccc(F)cc4)ccc3Cl)cc2)c1C,-0.6,-0.3,4.0,-3.8,-4.2,-4.5,-40.5,0.6,-0.8,0.0,-3.4
CCNC(=S)NNC(=O)c1cc(-c2cccnc2)nc2ccccc12,0.1,0.1,-22.4,2.9,0.6,-4.1,9.1,0.6,-2.3,0.9,3.6
COCCn1nnnc1C(c1ccc2ncccc2c1)N1CCc2ccccc21 (centres undefined),0.1,0.6,-3.7,-11.2,-1.9,-4.0,-0.8,0.1,-0.5,-0.1,1.5
O=[N+]([O-])c1ccc(Cn2ccc3ccc(-c4ccc5ccn(Cc6ccccc6)c5c4)cc32)cc1,-1.4,0.0,-7.5,0.8,-1.9,0.4,9.1,.,-0.2,.,0.8
CCC(=O)O/N=C(\N)c1ccc(Oc2cc(C)c(Cl)c(C)c2)c([N+](=O)[O-])c1,-0.1,-1.5,-4.2,0.1,-4.3,2.6,11.2,1.3,-0.9,-0.1,-0.3
CCc1ccc(N2CC(C(=O)OCC(=O)Nc3ccccc3C)CC2=O)cc1 (centres undefined),-2.2,-0.3,-17.1,-6.8,-1.6,0.8,5.6,0.7,-1.3,-0.1,1.8
COc1ccc(-n2ccc(=O)c(C(=O)Nc3ccc(S(=O)(=O)Nc4nccs4)cc3)n2)cc1,1.2,-0.8,-13.4,-4.0,-1.4,3.4,5.0,-0.9,-1.0,1.1,1.8
CC[C@H](CCCCCC#N)CCC(=O)N(c1ccccc1)c1ccccc1,-1.6,-3.0,4.7,-8.3,-6.6,-15.4,-4.0,.,-1.9,.,-0.2
O=C(O)C1CC=CCC1C(=O)NCCCCc1ccccc1 (centres undefined),1.3,0.2,-0.2,9.3,-2.3,5.8,3.2,-0.8,-0.9,-1.0,-2.4
COc1cc(O)c(C(CC(=O)N2CCOCC2)c2cc(OC)c(OC)c(OC)c2)c(OC)c1 (centres undefined),0.0,-1.5,0.9,0.5,0.3,0.6,7.1,1.1,-1.0,-0.9,2.2
COc1ccc(N2C(=O)/C(=C\c3ccco3)N=C2SCC(=O)NC(C)C)cc1Cl,0.3,-2.4,-8.4,-10.0,-2.1,2.0,-1.8,3.3,-1.7,1.8,-1.3
CC(Sc1nn(-c2ccc(F)cc2)c(=S)s1)C(=O)c1c(N)n(C)c(=O)n(C)c1=O (centres undefined),-4.5,0.0,-0.3,-7.3,-4.3,1.1,13.0,1.6,-1.0,0.9,3.7
CCCNS(=O)(=O)c1ccc(CCC(=O)N2CCCCC2)cc1,-0.6,-3.0,-11.8,1.2,-3.3,-1.7,3.6,1.5,-0.4,-0.5,-1.4
N#Cc1cccc(NCC(=O)Nc2cccc(S(=O)(=O)N3CCCCC3)c2)c1,-0.4,-2.0,3.8,-2.5,1.1,-1.6,-32.9,-0.8,-1.4,-1.1,-1.8
CN1CCN(C(=O)C2CCN(S(=O)(=O)c3ccccc3[N+](=O)[O-])CC2)CC1,-3.1,-0.9,-16.2,1.9,-0.8,-4.3,4.3,2.0,-1.1,-0.8,-2.4
COc1ccccc1CNC(=O)COC(=O)Cc1cccc(F)c1,0.0,4.2,-15.4,-5.3,-1.4,0.8,9.5,0.6,0.3,0.8,1.7
CCc1ccc(OCC(=O)NNC(=O)Cc2ccc(S(=O)(=O)N3CCOCC3)s2)cc1,-0.6,-0.2,-1.8,-2.5,-0.2,-1.3,-54.2,1.4,-0.7,-0.7,2.5
O=C(O)C1CCCCC1C(=O)Nc1ccc(S(=O)(=O)N2CCCCC2)cc1 (centres undefined),0.0,-0.9,-4.1,6.7,-0.7,-16.2,-0.4,2.9,-1.2,-2.1,0.9

# No new results follow: entries from further up.
SMILES,DAX1 inh-1,hcDAF-12 act,ADAM10 inh,GC-B act,SMARCA2 activ,GC-A act,sPLA2-III inh,FXN GAA850 act,ssDAF-12 act,DAX1 inh-2,hgDAF-12 ag
Cc1cccc(C)c1NC(=O)NC1(C(=O)NCCN2CCOCC2)CCCCC1,-0.5,-0.4,-1.0,0.5,-1.1,4.4,3.0,-0.2,-1.4,-0.2,-1.1
O=[N+]([O-])c1ccc(N/N=C/c2sc(N3CCOCC3)nc2-c2ccccc2)c(S(=O)(=O)Nc2ccc(Cl)cc2)c1,-0.2,-1.3,13.9,2.6,-2.4,-3.8,-2.4,-0.2,-1.6,-0.5,-0.3

# Gathered by group: those above with two or more sulfur atoms.
SMILES,DAX1 inh-1,hcDAF-12 act,ADAM10 inh,GC-B act,SMARCA2 activ,GC-A act,sPLA2-III inh,FXN GAA850 act,ssDAF-12 act,DAX1 inh-2,hgDAF-12 ag
COc1ccc(CCN(Cc2cccs2)S(=O)(=O)c2ccc(-n3cnnn3)cc2)cc1OC,-0.6,-1.6,5.9,-8.6,3.6,-0.7,-1.9,1.0,-1.3,0.3,-2.0
Cc1ccc(S(=O)(=O)Oc2ccc(/C=N/N=C3/NC(=O)C(CC(=O)O)S3)cc2)cc1 (centres undefined),0.2,1.3,1.8,-4.7,0.3,-0.1,-8.9,2.3,-0.1,.,1.7
C#CCNC[C@@H]1CSCCS(=O)(=O)N1,0.7,-1.4,-11.9,2.8,-0.9,2.4,4.4,.,0.9*,.,-0.9
Cc1ccc(-n2ccc(=O)c(C(=O)Nc3ccc(S(=O)(=O)Nc4nccs4)cc3)n2)cc1,2.2,-1.8,0.8,-2.0,-0.1,1.8,2.2,-0.1,-1.2,0.7,-1.2
O=[N+]([O-])c1ccc(N/N=C/c2sc(N3CCOCC3)nc2-c2ccccc2)c(S(=O)(=O)Nc2ccc(Cl)cc2)c1,-0.2,-1.3,13.9,2.6,-2.4,-3.8,-2.4,-0.2,-1.6,-0.5,-0.3
Cc1noc(NS(=O)(=O)c2ccc(NC(=O)c3cc(S(=O)(=O)Nc4ccc(F)cc4)ccc3Cl)cc2)c1C,-0.6,-0.3,4.0,-3.8,-4.2,-4.5,-40.5,0.6,-0.8,0.0,-3.4
COc1ccc(-n2ccc(=O)c(C(=O)Nc3ccc(S(=O)(=O)Nc4nccs4)cc3)n2)cc1,1.2,-0.8,-13.4,-4.0,-1.4,3.4,5.0,-0.9,-1.0,1.1,1.8
CC(Sc1nn(-c2ccc(F)cc2)c(=S)s1)C(=O)c1c(N)n(C)c(=O)n(C)c1=O (centres undefined),-4.5,0.0,-0.3,-7.3,-4.3,1.1,13.0,1.6,-1.0,0.9,3.7
CCc1ccc(OCC(=O)NNC(=O)Cc2ccc(S(=O)(=O)N3CCOCC3)s2)cc1,-0.6,-0.2,-1.8,-2.5,-0.2,-1.3,-54.2,1.4,-0.7,-0.7,2.5
